Compound activity deposited in PubChem BioAssay by Sanford-Burnham Center for Chemical Genomics.
SENP8 block-1: human SENP8 protease inhibitors, primary screen, biochemical, fluorescence, Nedd8 protein substrate, uHTS; Sentrin-specific protease 8 (Homo sapiens), Q96LD8; recombinant SENP8; inhibition, % at 20 µM; 360,000 tested, 0.64% active; AID 602440, 2012; in the data active means inhibition mostly above about 40%, no sharp cut-off; inactive means mostly below about 27%
Target sequence (Q96LD8 whole entry, looked up): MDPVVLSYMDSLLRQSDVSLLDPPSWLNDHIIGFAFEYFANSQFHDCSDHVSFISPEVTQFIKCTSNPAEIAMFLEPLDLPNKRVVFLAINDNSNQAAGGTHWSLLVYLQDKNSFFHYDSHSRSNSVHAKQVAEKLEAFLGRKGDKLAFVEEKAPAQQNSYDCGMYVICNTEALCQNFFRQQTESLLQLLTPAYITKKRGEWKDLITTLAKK
SENP8 block-2: SENP8 protease inhibitors, primary screen, biochemical, luminescence; Sentrin-specific protease 8 (Homo sapiens), Q96LD8; purified SENP8, Z-RLRGG-aminoluciferin cleavage; inhibition, % at 10 µM; 330,000 tested, 1.2% active; AID 2540, 2010; in the data active means inhibition above about 50%
PfG6PD inh: PfG6PD enzyme inhibitors, primary screen, biochemical, fluorescence intensity, uHTS; glucose-6-phosphate dehydrogenase-6-phosphogluconolactonase (Plasmodium falciparum 3D7); PfGluPho enzyme, NADPH resazurin-diaphorase fluorescence; inhibition, % at 20 µM; 350,000 tested, 0.78% active; AID 504690, 2011;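 active means inhibition reaching at least a set limit at 20 µM in the primary screen, cut at about 59% in these data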;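 further: 0% = DMSO wells with substrate and 100% = DMSO wells lacking glucose-6-phosphate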
SENP6 inh: SENP6 protease inhibitors, primary screen, biochemical, luminescence, uHTS; Recombinant SENP6 catalytic domain, aminoluciferin luminescence; AID 2599, 2010; inhibition, % at 10 µM; 330,000 tested, 1.8% active; Sentrin-specific protease 6 (Homo sapiens), Q9GZR1;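 active means inhibition above about 50% at the single tested dose, limit read from the data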;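 further: plate controls were DMSO wells with enzyme for no effect and DMSO wells lacking enzyme for full effect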
Apaf1 inhib: inhibitors of human Apaf-1 apoptosome, primary screen, biochemical, DEVD-Rh110 fluorescence, uHTS | inhibition, % at 20 µM | reconstituted apoptosome caspase-3 activity | Apoptotic protease-activating factor 1 (Homo sapiens), O14727 | 330,000 tested, 0.71% active; active means inhibition of at least 40% at 20 µM;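 further: plate controls were DMSO wells for no effect and DEVD-CHO caspase inhibitor wells for full effect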
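Medium: Hepes buffer, pH 7.5 / System: biochemical Apaf-1 apoptosome reconstitution / Measured by: Rh110 fluorescence, excitation 480 nm, emission 540 nm / Times: compound with Apaf-1, dATP, procaspase-3 30 min, then 50 min reaction, room temperature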
SENP1 FRET inh: human SENP1 catalytic domain inhibitors, primary screen, biochemical, FRET, uHTS; 360,000 tested, 0.21% active; recombinant SENP1 catalytic domain, CyPet-SUMO1-YPet FRET cleavage; inhibition, % at 10 µM; Sentrin-specific protease 1 (Homo sapiens), Q9P0U3;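 active means inhibition at least 30% at 10 µM, raw YFP signal under a set limit, fluorescence ratio 0.5 to 1.5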;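 further: 0% = enzyme with DMSO and 100% = no enzyme wells; some results filed as inactive read as strong as hits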
Target sequence (Q9P0U3 419-644 limits assumed): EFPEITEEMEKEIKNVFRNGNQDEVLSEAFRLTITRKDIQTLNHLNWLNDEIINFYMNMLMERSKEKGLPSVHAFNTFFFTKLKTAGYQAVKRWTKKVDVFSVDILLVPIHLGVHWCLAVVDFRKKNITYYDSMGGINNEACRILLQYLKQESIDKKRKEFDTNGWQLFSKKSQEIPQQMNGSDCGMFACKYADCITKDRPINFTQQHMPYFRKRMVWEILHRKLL
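Test system: hSENP1 catalytic domain, recombinant; Amount: 20 pM final SENP1 enzyme; Medium: Tris pH 8 buffer plus EDTA, NaCl, BME, BSA, NP40, catalase; Schedule: 50 min enzyme reaction, room temperature, light-protected; Technique: FRET fluorescence in CFP and YFP emission channels; Controls: no-enzyme wells low, DMSO-plus-enzyme wells high control.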
SENP7 block: SENP7 protease inhibitors, primary screen, biochemical, luminescence, uHTS; Sentrin-specific protease 7 (Homo sapiens), Q9BQF6; recombinant SENP7, Z-RLRGG-aminoluciferin luminescence, 40 min; inhibition, % at 5 µM; 330,000 tested, 1.5% active;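 active means inhibition above about 50% at the single test dose, limit read from the data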;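 further: plate controls were DMSO with enzyme for no effect and no enzyme buffer wells for full effect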
Target sequence (Q9BQF6 706-1050 limits assumed): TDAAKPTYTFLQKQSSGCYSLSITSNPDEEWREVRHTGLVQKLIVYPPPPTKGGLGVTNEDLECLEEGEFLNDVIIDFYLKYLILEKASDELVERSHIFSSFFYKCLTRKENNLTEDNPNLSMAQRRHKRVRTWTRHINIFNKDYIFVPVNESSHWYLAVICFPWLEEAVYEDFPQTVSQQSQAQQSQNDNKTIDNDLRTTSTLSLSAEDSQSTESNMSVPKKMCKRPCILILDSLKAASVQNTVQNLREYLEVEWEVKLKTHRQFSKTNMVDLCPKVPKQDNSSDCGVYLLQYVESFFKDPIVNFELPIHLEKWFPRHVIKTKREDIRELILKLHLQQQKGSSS
HKDC1 inhibitor: HKDC1 hexokinase inhibitors, primary screen, biochemical, fluorescence, uHTS; recombinant HKDC1, G6PDH/diaphorase resazurin coupled fluorescence; inhibition, % at 20 µM; AID 493160, 2011; Q2TB90; 340,000 tested, 0.16% active;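 active means inhibition above about 35% when tested at 20 µM, limit read from the data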;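 further: plate controls were DMSO wells with enzyme for no effect and DMSO wells lacking enzyme for full effect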
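Material – in-house recombinant HK5 (HKDC1) enzyme · Quantity – HKDC1 at 5 µg/mL · Buffer or medium – pH 8.0 Tris buffer with 10 mM MgCl2 · Reagent – glucose with 1 mM ATP · Dosing – single 20 µM dose · Times – reaction time 90 min, room temperature, protected from light · Technique – resorufin fluorescence at 613 nm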
An asterisk follows results filed as active; / = not tested or not shown.

SMILES	SENP8 block-1	SENP8 block-2	PfG6PD inh	SENP6 inh	Apaf1 inhib	SENP1 FRET inh	SENP7 block	HKDC1 inhibitor
CCC1CCCCN1CCCn1c(=S)[nH]c2ccccc2c1=O (configuration not stated)	15	4	2	-9	-9	-3	2	-5
Cc1ccc(N(Cc2ccccc2)C(=O)c2cccc(S(=O)(=O)N3CCN(C)CC3)c2)cc1	17	-11	-9	-22	22	-2	3	2
CCCc1nnc(SCC(=O)Nc2ccccc2Cl)n1CC1CCCO1 (configuration not stated)	4	-9	-14	-12	9	2	-6	-4
C/C=C\C=C\C(=O)N1CC2(CC(c3cccc(NC(=O)/C(C)=C\C)c3)=NO2)C[C@H]1C(N)=O (some centres not stated)	9	16	14	-7	6	-4	9	1
CCc1ccc(-n2c(C)nc3cc(C(=O)NCc4cccnc4)ccc32)cc1	7	3	-8	6	-10	4	-3	0
C=CCN(CC(O)c1cccc([N+](=O)[O-])c1)C(C)CCc1ccccc1 (configuration not stated)	7	5	-6	12	-7	0	0	-5
Nc1ccc(C(=O)OCCCc2nc3cc4ccccc4cc3[nH]2)cc1	-36	-5	27	-5	-18	1	5	-1
OCCC1CN(Cc2ccccn2)CCN1C1CCCC1 (configuration not stated)	6	-6	-14	10	12	0	4	-10
COc1ccc(C(=O)C2CCCN(Cc3ccc4nonc4c3)C2)cc1OC (configuration not stated)	-19	0	0	-9	-16	0	-1	-8
CCOc1ccc(N(C(C)C(=O)NC(C)CC)S(C)(=O)=O)cc1 (configuration not stated)	14	-10	-4	-7	6	1	-8	-1
Cc1cc(C)c(C)c(S(=O)(=O)N2C(=S)NC(=O)C2CC(C)C)c1C (configuration not stated)	21	-11	-23	2	16	0	-18	3
COC(=O)CN1C(=O)COc2ccc(S(=O)(=O)NCc3ccccc3)cc21	-2	-7	19	5	4	1	-2	-6
COc1cccc(N2CCN(C(=O)c3cc4c(s3)-c3ccccc3OC4)CC2)c1	-337	-7	20	-6	13	-2	16	2
COc1ccc(C2=NN(C(=O)CCC(=O)O)C(c3cccs3)C2)cc1OC (configuration not stated)	-207	-1	-5	-11	-3	0	-6	10
CN(C)CCCNC(=O)C[C@H]1C[C@H](C(=O)N2CCCCC2)[C@@]2(CCc3ccccc3)c3[nH]c4cc(-c5ccco5)ccc4c3CCN2C1=O	-301	/	17	/	72*	-4	-1	0
O=C(NC(Cc1ccccc1)c1nc2ccccc2[nH]1)C1CC(=O)N(c2ccc3c(c2)OCCO3)C1 (configuration not stated)	17	7	-20	-6	2	-1	3	7
C#CCOCCOCCOCCNc1nc(N2CCN(C(=O)[C@H]([C@@H](C)CC)n3cc([C@@H](N)CC(C)C)nn3)CC2)nc(N2CCN(C(=O)[C@H](CCCCN)n3cc([C@@H](N)C(C)CC)nn3)CC2)n1 (some centres not stated)	19	-7	-2	-24	28	1	15	1
CCC(C)c1ccc(NC(=O)C2CCN(c3ncccn3)CC2)cc1 (configuration not stated)	-54	-1	-12	5	-122	1	-5	2
Clc1cccc(CN2CCCCCC2)c1Cl	9	-8	-11	2	-12	2	-5	-4
COc1cccc(C2CC(=O)C3=C(C2)Nc2ccccc2N(C(=O)CCC(=O)O)C3c2ccc(F)cc2)c1 (configuration not stated)	-397	2	-34	-16	-19	0	-1	-4
CC(CN1CCCC(C(N)=O)C1)c1ccccc1 (configuration not stated)	6	-5	-2	-2	3	2	-11	-9
Cc1cc(=O)n2c(ccc3ccccc32)c1C#N	-72	3	-21	-5	-3	9	-1	4
O=c1[nH]c(=O)c2cc([N+](=O)[O-])cc([N+](=O)[O-])c2[nH]1	38	3	2	25	2	0	9	-5
Cc1ccc(S(=O)(=O)Cc2sc3ccccc3[n+]2C)cc1	10	5	3	-1	3	-3	6	-4
COC(=O)c1cc(NC(C)=O)ccc1N1CCOCC1	-57	-10	-24	-6	7	1	-8	16
CC(C)(CNC(=O)c1cccc(F)c1)CNC(=O)c1cccc(F)c1	11	-4	-8	-4	-7	2	-9	0
COCc1cc(C)nc(SCC(=O)Oc2ccccc2)c1C#N	-235	-10	-4	-14	4	-68	-12	-2
Cc1cccc(Cc2nnc(CCC(=O)N(C)Cc3ccncc3C)o2)c1	17	-6	3	-13	2	4	1	-8
CC1CCc2c(sc3nn[nH]c(=O)c23)C1 (configuration not stated)	9	-5	19	-23	11	-1	-8	-4
CC(C)(C)NC(=O)/C(=C\c1cccnc1)NC(=O)c1ccco1	7	1	7	-4	5	0	5	-5
O=C1NC2(CCCCCC2)C(=O)N1Cc1ccccc1Br	10	6	-3	17	10	1	5	-7
CC(=O)c1sc(NC(C)c2ccccc2)nc1C (configuration not stated)	-3	7	17	-9	2	-1	1	-2
CN/C(=C\[N+](=O)[O-])NCCSCc1ccc(CN(C)C)o1	1	-1	12	-18	31	-7	-6	-5
Nc1ccc(Cl)c(S(=O)(=O)Nc2ccccc2Cl)c1	-10	6	-8	10	-1	3	3	6
CC12CN3CC(C)(CN(C1)C3c1ccc([N+](=O)[O-])o1)C2=O (configuration not stated)	7	0	3	3	-3	2	4	-3
O=C(O)CC(NNC(=O)c1ccccc1)C(=O)Nc1ccc([N+](=O)[O-])cc1 (configuration not stated)	18	0	-9	12	-16	1	8	-5
Cn1ccc(=NC=C(C#N)C#N)c2ccccc21	19	4	19	-2	-2	-24	7	-10
O=C(Nc1cc(Cl)ccc1Cl)c1ccco1	25	-1	-5	-11	-3	0	1	-8
CC1(C)c2ccccc2N2CC(=O)N[C@@]21/C=C/C=C/c1ccccc1	7	-7	18	-1	15	-2	6	0
O=C(O)c1ccc(Cn2cc(/C=C\[N+](=O)[O-])c3ccccc32)o1	1	-1	-14	3	-2	-7	-8	1
O=C(NC(c1ccccc1)c1ccccc1)C1CCCC1	7	6	-6	-2	1	2	2	-10
O=C(O)c1ccc(N=NN2CCCC2)cc1	3	3	-7	-12	-4	-1	5	-12
COc1cc(CNc2ccc(CNc3ncn[nH]3)cc2)ccc1OCc1ccccc1	5	-2	25	-2	10	0	10	-2
COc1ccc(C(=O)NC(C)C2CC3CCC2C3)c(OC)c1 (configuration not stated)	12	0	-12	-27	19	-1	-5	2
Clc1ccc(Cn2cc(Br)cn2)cc1Cl	9	-6	18	-19	-8	-1	6	-3
COc1ccc(OCC(=O)Nc2ccc(N3CCN(C(=O)c4ccccc4C)CC3)cc2)cc1	-6	-2	1	-20	7	1	9	6
O=C(c1ccco1)N1CCN(C(=O)C2CC2)CC1	7	-5	-5	-1	-5	2	-2	15
Cc1ccc(C2=N/C(=C\c3cccnc3)C(=O)O2)cc1	-6	1	1	16	-5	3	-2	6
CCCc1ccc(-c2ccc(C(=O)O)cc2)nc1	7	59*	-20	69*	-14	1	67*	-2
COc1cccc(NC(=S)NNC(=O)Cn2nc([N+](=O)[O-])cc2C)c1	5	-9	-9	-20	-1	1	1	11
O=C1CSC(=S)N1N=C1CCCCCC1	-5	/	6	/	/	-6	/	-20
CC(C)N1C(=O)N(c2cccc(Cl)c2)C(C)(O)CC1(C)C (configuration not stated)	12	-7	-6	-11	3	0	-5	1
O=C(OCc1ccc(Cl)cc1)c1ccccc1C(=O)c1ccccc1	15	7	-6	0	6	0	-1	-2
COc1ccc(OC)c(NC(=O)CN2C(=O)CSc3ccc(S(=O)(=O)N4CCCC4)cc32)c1	30	4	8	6	12	0	1	-1
Cc1c(C)c2ccc(OCC(=O)NCCN3CCOCC3)c(C)c2oc1=O	-263	0	-5	-2	9	1	-9	9
CC(C)C(=O)NC(=S)Nc1ccccc1N1CCN(C(=O)c2ccc(Cl)cc2)CC1	15	2	0	17	13	0	3	0
COc1ccccc1NC(=O)CON=C(N)CC(=O)NC1CCCCC1	-2	-2	6	-5	2	55*	-4	-2
COc1ccc(-c2nnn(CCc3nn[nH]n3)n2)cc1	16	6	1	-2	-5	0	7	-6
O=C(c1cn2ccccc2n1)N1CCc2c([nH]c3ccccc23)C1c1ccccn1 (configuration not stated)	-4	3	-10	11	-11	-19	0	1
COc1ccc(-c2cnc3c(-c4ccc(F)cc4)cnn3c2N)cc1	-302	-10	-10	-11	3	2	-9	-2

Of the compounds above, these contain bromine.
SMILES	SENP8 block-1	SENP8 block-2	PfG6PD inh	SENP6 inh	Apaf1 inhib	SENP1 FRET inh	SENP7 block	HKDC1 inhibitor
O=C1NC2(CCCCCC2)C(=O)N1Cc1ccccc1Br	10	6	-3	17	10	1	5	-7
Clc1ccc(Cn2cc(Br)cn2)cc1Cl	9	-6	18	-19	-8	-1	6	-3

Back to the main list, repeating the 3 entries before the break.
SMILES	SENP8 block-1	SENP8 block-2	PfG6PD inh	SENP6 inh	Apaf1 inhib	SENP1 FRET inh	SENP7 block	HKDC1 inhibitor
COc1ccc(-c2nnn(CCc3nn[nH]n3)n2)cc1	16	6	1	-2	-5	0	7	-6
O=C(c1cn2ccccc2n1)N1CCc2c([nH]c3ccccc23)C1c1ccccn1 (configuration not stated)	-4	3	-10	11	-11	-19	0	1
COc1ccc(-c2cnc3c(-c4ccc(F)cc4)cnn3c2N)cc1	-302	-10	-10	-11	3	2	-9	-2
CC[C@]12C(=O)N(C)C[C@H]([C@@H]3C(=O)N(C)C(=O)[C@@H]31)N2C(=O)c1ccc(C(F)(F)F)cc1	6	5	2	14	-6	-2	1	-3
Cc1c(C(=O)NNC(=O)c2ccncc2)oc2ccccc12	1	-3	-7	-4	18	1	-7	1
O=C1C2CC=C(Cl)CC2C(=O)N1CCc1c[nH]c2ccccc12 (configuration not stated)	-2	-6	8	-7	-11	-3	9	-5
Cc1ccc(S(=O)(=O)N2CCN(C(=O)CCNC(=O)c3ccccc3Cl)CC2)cc1	15	-8	-18	-12	-4	0	11	4
O=C(N/N=C(\Cc1ncc[nH]1)c1ccccc1)c1ccccc1	/	-3	/	-5	0	/	-5	/
OCC(O)C1OCOC(C(O)CO)C1O (configuration not stated)	9	/	-4	/	/	0	/	-7
Cc1c(OCC(=O)OC(C)(C)C)ccc2c3c(c(=O)oc12)CCC3	-42	-1	-5	4	22	-6	-5	0
CCc1ccc(C(=O)Cn2cnc3cc([N+](=O)[O-])ccc3c2=O)cc1	-8	-7	36	-1	8	-20	-3	0
Cc1ccnc(NC(=O)CNC(=O)c2ccccc2)c1	11	-1	7	6	-7	1	-2	-2
CCOC(=O)C1CCN(S(=O)(=O)c2ccc3c(ccn3C)c2)CC1	-23	8	-7	5	-3	-1	0	0
Cc1cc(C)cc(NC(=O)c2cc(C)n(Cc3cccs3)c2C)c1	-4	-25	-3	-11	4	-5	-2	-4
